# KCNQ2 inh = KCNQ2 potassium channel inhibitors, primary screen, cell-based, CHO-K1, FluxOR thallium flux, B-score (AID 2156); O88943; 20 min; hits give low values; B-score at 10 µM; 310,000 tested, 1.1% active;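 active = fluorescence ratio B-score at most minus 3 library SDs, with starting brightness B-score within 2 library SDs, cut at about -5.5 in these data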
# Kir21 inh = Kir2.1 (mouse) channel inhibition. HEK293-Kir2.1, FluxOR thallium flux fluorescence; hits give low values. B-score at 10 µM. 310,000 tested, 0.85% active. AID 1672;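 active = fluorescence ratio B-score at or below minus 3 SD of library scores, with starting-brightness B-score within 2 SD, cut at about -4.2 in these data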;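 also: channel flux triggered by added potassium and thallium sulfate stimulus; B-score of peak minus minimum fluorescence over baseline after thallium stimulus; more negative B-score means stronger Kir2.1 block with less thallium influx; some compounds called inactive have numbers as strong as hits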
# Target sequence (P35561 whole entry, looked up): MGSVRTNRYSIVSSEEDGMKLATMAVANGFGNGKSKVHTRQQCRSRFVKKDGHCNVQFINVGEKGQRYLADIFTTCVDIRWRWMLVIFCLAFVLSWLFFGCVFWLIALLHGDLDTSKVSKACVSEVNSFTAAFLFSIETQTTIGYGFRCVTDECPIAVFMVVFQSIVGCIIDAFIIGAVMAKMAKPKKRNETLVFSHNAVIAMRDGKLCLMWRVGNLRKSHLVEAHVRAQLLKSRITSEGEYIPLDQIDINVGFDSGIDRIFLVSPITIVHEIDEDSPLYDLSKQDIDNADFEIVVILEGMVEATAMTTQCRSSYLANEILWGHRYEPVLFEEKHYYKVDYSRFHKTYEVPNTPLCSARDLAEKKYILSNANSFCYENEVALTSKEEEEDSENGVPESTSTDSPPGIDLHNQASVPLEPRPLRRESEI
# * = called active by the depositor; i = inactive.
SMILES,KCNQ2 inh,Kir21 inh
O=C(O)C1CCCN1S(=O)(=O)c1ccc(Br)cc1 (stereo not drawn),i,-4.37
Cc1cccc(NC(=O)c2cccc3c2-c2ccccc2C3=O)n1,i,-1.21
COC1=CCC2([N+](=O)[O-])CN(CCO)CC1([N+](=O)[O-])C2 (stereo not drawn),i,0.23
CCOc1ccc(C(=O)Nc2nnc(NC(=S)Nc3ccccc3)s2)cc1,i,0.34
CCCc1nc(-c2cc3ccc(C)cc3[nH]c2=O)no1,i,1.28
CCN(CC)C(=O)Oc1ccc(OC(=O)N(CC)CC)cc1,i,0.87
Oc1cccc(/C=N/n2c(C3CCCCC3)n[nH]c2=S)c1,i,-0.01
COc1ccc(Cc2noc(CN3CCC(c4ccncc4)CC3)n2)cc1OC,i,-0.82
CCC[N+](CC#CCO)(CC#Cc1ccccc1)CCC,i,0.01
CCOC(=O)c1c(S(=O)(=O)NCC(=O)N2CCN(c3ccc(OC)cc3)CC2)c(C)n(C)c1C,i,-0.69
O=C(CCCC(=O)OCC(F)(F)C(F)F)Nc1ccc(NC(=O)CCCC(=O)OCC(F)(F)C(F)F)cc1,i,0.27
C=CCN1C(=O)c2ccccc2Sc2ccc(C(=O)NCC(OC)OC)cc21,i,-2.03
CC(=O)Nc1cc(O)cc(O)c1,i,0.68
COc1ccc(CNC2CCCC2)c(OC)c1OC,i,-1.06
O=C(O/N=C/c1cccc([N+](=O)[O-])c1)C1CC1,i,-0.47

# The last 2 records of the part above come first, to join the parts:
SMILES,KCNQ2 inh,Kir21 inh
COc1ccc(CNC2CCCC2)c(OC)c1OC,i,-1.06
O=C(O/N=C/c1cccc([N+](=O)[O-])c1)C1CC1,i,-0.47
O=C(O)CN(Cc1ccco1)S(=O)(=O)c1ccc(F)cc1,i,0.82
COc1ccc(NC(=O)C2CCCN2S(=O)(=O)c2ccc(Cl)cc2)cc1 (stereo not drawn),i,-0.29
COC(=O)C1=C[C@@H](C(=O)OC)[C@@H]2C3=C(C(=O)C2(C)C)[C@H](C)n2c(=O)n(-c4ccccc4)c(=O)n2[C@@H]3C1,i,-0.66
O=C(Oc1cccc(NC(=O)c2ccco2)c1)c1ccc(Br)c(S(=O)(=O)N2CCCCC2)c1,i,-0.24
CC(=O)Nc1ccc2nc(-c3cccn3C)[nH]c2c1,i,0.53
CC1=CC(=O)C=CC1(C)C(Cl)(Cl)Cl (stereo not drawn),i,1.56
COc1cccc(NC(=O)c2cc3c(=O)n4ccccc4nc3n(CC(C)C)c2=N)c1,i,0.01
C(=N\C(/N=C/c1ccco1)c1ccco1)/c1ccco1,i,0.03
CC(=O)N1CC23C=CC(CC2CC12CCCCCC2)O3 (stereo not drawn),i,-0.76
CCS(=O)(=O)N1CCC(C(=O)NCc2cccc(OC)c2)CC1,i,-2.16
CCNC(=O)COC(=O)C1C(C(=O)OCC)=C(C)NC(C)=C1C(=O)OCC,i,0.71
O=C1CSC(=S)N1/N=C/c1c(F)cccc1F,i,-0.03
CC[C@H](C)[C@H](NC(N)=O)C(=O)NCCc1ccc(OC)c(OC)c1,i,2
CCN1CCc2[nH]c3ccccc3c2C1,i,0.07
CCCNCc1cc(Br)ccc1OCC(=O)NCCc1ccccc1,i,-1.79
COc1ccc(CNS(=O)(=O)c2ccc(OC)cc2)cc1,i,-0.07
CC(NC(=O)c1cncc(Br)c1)c1ccc(S(N)(=O)=O)cc1 (stereo not drawn),i,-0.23
O=C(CNC(=O)C1CCCCC1)Nc1cc(Cl)ccc1Cl,i,-0.02
CSCc1c(C(=O)Nc2ccc3c(c2)OCO3)oc2ccccc12,i,-1.05
COc1ccc(/C(N)=N/OC(=O)CSc2ccc(C)cc2)cc1OC,-9.2*,0.33
CC(=O)Nc1ccc(CN(C)CC2CCCN(CCc3cccc(C(F)(F)F)c3)C2)cc1 (stereo not drawn),i,-1.54
CCOC(=O)c1c(C)[nH]c(C)c1C(=O)COC(=O)c1cccc(S(=O)(=O)N(CC)CC)c1,i,-1.98
Cc1csc(NC(=O)CCC(=O)N(CC(=O)NC2CCCC2)Cc2ccccc2)n1,i,0.64
CSc1ccc(NC(=O)NCc2ccccc2)cc1,i,-0.05
COc1ccc(-c2csc3ncnc(N4CCN(c5ccccc5O)CC4)c23)cc1,i,2.79
COc1ccc(NC(=O)Nc2ccccc2F)cc1Cl,i,-0.38
O=C(Oc1cncc(Cl)c1)c1sccc1Cl,i,-0.67
O=C(NCCCN1CCCC1)C1CCC(=O)N1C1CCCCC1 (stereo not drawn),i,-0.44
O=C1C2CCCN2C(c2ccc(F)cc2)N1c1cccc(Cl)c1 (stereo not drawn),i,-0.82
Cc1noc(C)c1C(=O)N1CCN(Cc2ccccc2)CC1,i,0.96

# 4 compounds picked at random from the list so far, as already listed:
SMILES,KCNQ2 inh,Kir21 inh
CCOC(=O)c1c(C)[nH]c(C)c1C(=O)COC(=O)c1cccc(S(=O)(=O)N(CC)CC)c1,i,-1.98
O=C1C2CCCN2C(c2ccc(F)cc2)N1c1cccc(Cl)c1 (stereo not drawn),i,-0.82
CC(NC(=O)c1cncc(Br)c1)c1ccc(S(N)(=O)=O)cc1 (stereo not drawn),i,-0.23
COc1ccc(-c2csc3ncnc(N4CCN(c5ccccc5O)CC4)c23)cc1,i,2.79

# Next results:
SMILES,KCNQ2 inh,Kir21 inh
COc1ccccc1N(Cc1ccccc1)S(=O)(=O)c1cccc(C(=O)Nc2ncccc2C)c1,i,1.21
NC(=O)c1nsc(C(=O)N(Cc2cccnc2)C(C(=O)NCc2ccccc2)c2ccc(O)cc2)c1N (stereo not drawn),i,0.35
Cc1ccc(-c2cc(C(=O)NCCN3CCOCC3)no2)cc1,i,-0.36
Cc1nn(-c2ccccc2)c2sc(C(=O)OCN3C(=O)c4ccccc4C3=O)cc12,i,2.12
CCc1cccc(CC)c1NC(=O)CSc1nnc(CCC(=O)O)c(=O)[nH]1,i,-0.85
Cc1cc(N/N=C(/CCC(=O)O)C(=O)O)nc2ccccc12,i,1.8
CN1CCN(C(=O)C2CCC(C)(C(=O)O)C2(C)C)CC1 (stereo not drawn),i,-0.05
O=C(Cn1cc2c(n1)CCCC2)Nc1ccccc1Br,i,-0.03
O=C(CCc1ccc(S(=O)(=O)NCCc2ccccc2)cc1)N1CCN(Cc2ccc3c(c2)OCO3)CC1,i,-0.77
COc1ccc(CCNC(=O)CCn2c(=O)[nH]c3cc(OC)c(OC)cc3c2=O)cc1OC,i,0.04
NCCNC(=O)c1c(O)c2cccc3c2n(c1=O)CCC3,i,1.04
Cc1ccc(-c2cc(-c3ccccc3C)[nH]n2)c(O)c1,i,-1.53
COc1ccc(/C(O)=C2\C(=O)C(=O)N(CC3CCCO3)C2c2cc(OC)ccc2OC)cc1 (stereo not drawn),i,0.33
CC(=O)NC(CC(=O)NCCc1ccccc1)c1ccccc1 (stereo not drawn),i,1.76
Cn1nc(C(=O)N2CCOCC2)c2ccccc2c1=O,i,1.14
CCc1cccc(NC(=O)C2CCN(S(=O)(=O)c3ccc4c(c3)CC(C)N4C(C)=O)CC2)c1 (stereo not drawn),i,0.01
CSc1nc(=S)n(-c2cc(C)ccc2C)c(C)c1C(C)=O,i,0.44
Cc1cccn2cc(CCNS(=O)(=O)c3cccs3)nc12,i,-0.52
COc1ccc(-n2ncc3c2CC(C)(C)CC3NC(=O)CN2CCOC2=O)cc1 (stereo not drawn),i,0.62
CCN(CC(=O)Nc1c(F)cccc1F)C(=O)CCNS(=O)(=O)c1ccccc1C(F)(F)F,i,2.75
CC1Cc2ccccc2N1C(=O)COC(=O)c1ccc(S(=O)(=O)N(C)C)cc1 (stereo not drawn),i,0.07
COc1ccc(N2CCN(CCNC(=O)c3ccc(NC(=O)C4CCCO4)cc3)CC2)cc1 (stereo not drawn),i,1.5
O=C(CCC1CCCN(Cc2ccncc2)C1)NCc1ccc(F)c(F)c1 (stereo not drawn),i,0.42
CCOC(=O)N/N=C\c1ccc([N+](=O)[O-])o1,i,0.31
CCN1CCN(C(=O)CCCn2c(C)c3cnn(-c4ccccc4)c(=O)c3c2C)CC1,i,0.23
CC(=O)n1cc([C@@H]2C=C(C(=O)NCc3ccccc3)O[C@H](OCc3ccc(CO)cc3)C2)c2ccccc21,i,0.03
O=C(CSCc1ccc(F)cc1)Nc1ccccc1C(=O)N1CCOCC1,i,-2.1
Clc1cccc(Cl)c1CNCCCSc1ncccn1,i,0.08
COc1ccccc1C(C(=O)NCc1ccccc1)N(C(=O)c1csnn1)C1CC1 (stereo not drawn),i,1.08
Cc1nnc(SCC(=O)Nc2sc3c(c2C(N)=O)CCCC3)[nH]c1=O,i,1.88
COc1ccccc1OCC(=O)NNC(=O)C(=O)N1CCCC1,i,0.28
CSc1ccc(CNC(=O)C2Cc3cc(S(=O)(=O)N4CCCCC4)ccc3N2C(C)=O)cc1 (stereo not drawn),i,0.95
CN1CSC2=C(C#N)C(c3cccc(OCc4ccccc4)c3)CC(=O)N2C1 (stereo not drawn),i,0.26
COc1ccc(Cc2nnc(SCC(=O)Nc3c(C)cccc3C)[nH]c2=O)cc1,i,-1.44
COCc1cc(Sc2cccc(Cl)c2Cl)nc(-c2ccccc2)n1,i,-0.51
Cc1cc(-c2cc(N)n(-c3ccccc3)n2)c(C)n1C1CCCC1,i,0.19
Cc1noc(C)c1C(=O)N(CC(C)C)c1nc2ccccc2s1,i,1.44
C=CCOc1c(/C=N\NC(N)=O)cccc1OC,i,-0.76
CCCOC(=O)c1cccc(NC(=O)c2cccnc2)c1,i,1.15
NC(=O)NC(=O)COC(=O)c1ccc2noc(-c3ccccc3)c2c1,i,-0.85
CC(C)N(Cc1nc(-c2ccccc2)no1)C(=O)C(C)(C)C,i,-0.19
O=S(=O)(NC1=NCCCCC1)c1ccc(Cl)cc1,i,0.68
O=C(CN1CCC(C(=O)c2ccc(F)cc2)CC1)Nc1ccccc1,i,0.32
COc1ccc(NC(=O)CC2C(=O)N(Cc3ccco3)C(=S)N2C(C)C)cc1 (stereo not drawn),i,-0.33
CCC(C)(C)NC(=S)Nc1ccc(-c2nc3ccc(C)cc3s2)cc1,i,0.27
Cc1cccc(OCCC(=O)OC(C)C(=O)Nc2ccc(Cl)cn2)c1 (stereo not drawn),i,-1.38
COc1ccccc1CCn1c(N)c(C#N)c2nc3ccccc3nc21,i,0.01
CCN(CC(=O)NCc1ccc(F)cc1)C(=O)C1CCN(C(=O)Nc2ccccc2)CC1,i,2.1
Cc1cccc(NC(=O)/C(=C\c2cccs2)NC(=O)c2ccccc2)c1,i,0.73
COc1ccc(C(=O)NNC(=O)CSc2nnc(C(C)C)n2C)cc1,i,-1.33
COc1ccc(CCNC(=O)c2cc(S(=O)(=O)N(C)C)ccc2N2CCCC2)cc1,i,-0.47
CC12CC3(C)CC(C)(C1)CC(C(N)=O)(C2)C3,i,0.67
CN(C)S(=O)(=O)N1CCc2ccc(NC(=O)c3ccccc3Cl)cc2C1,i,1.78
COc1cc2c(cc1OC)C(Cc1ccc(O)cc1)NCC2 (stereo not drawn),i,-1.14
O=C1c2ccccc2C(=O)N1CSc1nnc(Nc2ccccc2F)s1,i,-0.92
Cc1ccccc1-n1c(-c2csc(C)c2C)n[nH]c1=S,i,0
C=CCn1c(=N)c(C(=O)NCCCOC)cc2c(=O)n3cccc(C)c3nc21,i,-0.91
CC1CCN(C(=O)c2ccc(NS(=O)(=O)c3cccs3)cc2)CC1,i,0.41
O=C(CN1CCN(C2CCCCC2)CC1)Nc1ccc(Br)cc1,i,0.93
CNc1nc(N)c([N+](=O)[O-])c(NCC2CCCO2)n1 (stereo not drawn),i,-0.27
# Remaining list, next part:
SMILES,KCNQ2 inh,Kir21 inh
CC1Cc2ccccc2N1C(=O)NC1CC(=O)N(c2ccc3c(c2)OCCO3)C1 (stereo not drawn),i,0.51
COc1cccc(-c2nnn(CC(=O)N(CC(C)C)C3CCS(=O)(=O)C3)n2)c1 (stereo not drawn),i,-0.46
COc1ccc(CCC(C)NCc2ccc(Cl)c(Cl)c2)cc1 (stereo not drawn),i,-4.47*
COc1cc2[nH]c(=O)n(CCC(=O)N3CC=C(c4ccccc4)CC3)c(=O)c2cc1OC,i,-0.03
O=c1c(-c2ccc(F)cc2)coc2cc(O)ccc12,i,-0.79
CCC(=O)c1cn(CC(=O)NCc2cccnc2)c2ccccc12,i,-0.17
Cc1ccc(OCC(=O)N/N=C2/SCC(=O)N2Cc2ccco2)cc1,i,-0.71
COc1cccc(OC)c1C(=O)Nc1nnc(-c2ccc(F)cc2)s1,i,0.21
CCN(CC(=O)NCc1ccc(Cl)cc1)C(=O)CCc1ccccc1,i,-0.22
Cc1cc(Cl)ccc1OCC(=O)NC(=S)Nc1ccccc1N1CCOCC1,i,-0.12
Nn1c(Cc2cccc3ccccc23)nnc1SCC(=O)N1CC(=O)Nc2ccccc21,i,-1.86
O=C(NNC(=O)c1cc2ccccc2oc1=O)c1ccccc1[N+](=O)[O-],i,0.32
Cc1nn(CCCC(=O)NC2CCC(C)CC2)c(=O)c2nn(-c3ccccc3)c(C)c12 (stereo not drawn),i,-1.02
COc1nc2ccccc2nc1OC,i,0.01
CCC(CC)C(=O)Nc1cc([N+](=O)[O-])ccc1F,i,0.65
NC(=O)C1CC(=O)N(c2ccc(OCc3c(Cl)cccc3Cl)cc2)C1 (stereo not drawn),i,0.41
CC1=CC(C)C2C(=O)N(CCC[N+](C)(C)C)C(=O)C2C1 (stereo not drawn),i,1.43

# Kir21 inh, entries above that show a hit
SMILES,KCNQ2 inh,Kir21 inh
COc1ccc(CCC(C)NCc2ccc(Cl)c(Cl)c2)cc1 (stereo not drawn),i,-4.47*

# By substructure, the compounds so far with a CF3 group (2)
SMILES,KCNQ2 inh,Kir21 inh
CC(=O)Nc1ccc(CN(C)CC2CCCN(CCc3cccc(C(F)(F)F)c3)C2)cc1 (stereo not drawn),i,-1.54
CCN(CC(=O)Nc1c(F)cccc1F)C(=O)CCNS(=O)(=O)c1ccccc1C(F)(F)F,i,2.75

# Compound activity (PubChem)
